# NR2E3 ag-1: NR2E3 (human) agonism | Q9Y5X4 | GST-NR2E3/biotin-RetCOR TR-FRET, 1536-well | AID 2300 | inhibition of corepressor binding, % at 4.78 µM | 0.12% of 320,000 active;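 active = percent inhibition above the cutoff of mean plus 3 SD of all tested compounds, set per screening campaign, cut at about 20% in these data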;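 also: 0% = DMSO wells and 100% = biotin wells as full block of FRET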
# Target sequence (Q9Y5X4 whole entry, looked up): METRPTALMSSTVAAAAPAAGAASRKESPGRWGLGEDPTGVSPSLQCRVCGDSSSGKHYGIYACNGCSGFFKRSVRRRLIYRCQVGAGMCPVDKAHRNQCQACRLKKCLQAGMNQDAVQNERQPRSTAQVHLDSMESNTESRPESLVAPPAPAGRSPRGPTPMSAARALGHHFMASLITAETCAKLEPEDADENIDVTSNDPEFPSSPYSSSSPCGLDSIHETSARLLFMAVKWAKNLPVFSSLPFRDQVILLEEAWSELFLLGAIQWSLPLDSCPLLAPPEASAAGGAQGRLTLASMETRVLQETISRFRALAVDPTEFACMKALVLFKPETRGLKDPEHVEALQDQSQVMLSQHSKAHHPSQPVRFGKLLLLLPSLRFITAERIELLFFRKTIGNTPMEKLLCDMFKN
#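 System: GST-tagged NR2E3 plus biotinylated RetCOR corepressor; Amount: 1.35 nM GST-tagged NR2E3 final; Dosing: single nominal compound dose of 4.8 µM; Schedule: 5 h incubation at 4 °C; Technique: TR-FRET with europium anti-GST and streptavidin-D2, 340 nm excitation; Controls: biotin wells as high control, 0.6% DMSO wells as low control.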
# Peg3 prom inh: inhibitors of Peg3 promoter. inhibition, % at 20 µM. 1.7% of 360,000 active. AID 588405. HeLa PEG-Prom luciferase reporter, luminescence, overnight;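 active = inhibition of at least 50% at 20 µM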
# Shn3 inh set2: reduces Shn3 3'UTR luciferase signal in osteoblasts; Clone20 osteoblast Shn3 3'UTR firefly luciferase, 24 h; 0.52% of 360,000 active; AID 588674; inhibition, % at 12.5 µM;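 active = mean inhibition of at least 75% with every replicate also reaching 75%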;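 also: 0% = median of neutral control wells and 100% = pilot-screen positive control compound; some compounds past the cut are filed as inactive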
# aDG glyco up: increases alpha dystroglycan glycosylation; Pro5-aDG cells, alpha-DG glycosylation AlphaScreen (IIH6); 0% Pro5, 100% B10-LARGE cell signal; activation, % at 10 µM; 0.22% of 360,000 active;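 active = activation of at least 8% versus controls, or a plate z-score of at least 8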;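 also: Pro5 are CHO cells carrying HIG-tagged alpha-DG that lacks glycosylation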
# HIF-2a block: blocks HIF-2a reporter activity. 786-0 RCC cells HIF-2a reporter, luciferase luminescence, overnight. inhibition, % at 18.8 µM. 0.72% of 360,000 active;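 active = inhibition of the luminescence signal of 40% or more relative to plate controls, in a single-dose primary screen at 18.75 µM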
# TWEAK-Fn14 inh: inhibitors of TWEAK-Fn14 interaction signaling; TWEAK-stimulated Fn14 reporter cells, luciferase luminescence, 8 h; inhibition, % at 10 µM; 2% of 360,000 active; AID 1159606; in the data active = inhibition above about 50%
# NR2E3 ag-2: agonists of human NR2E3 nuclear receptor. Q9Y5X4. AID 602229. 0.35% of 360,000 active. inhibition of corepressor binding, % at 3.98 µM. CHO-S Gal4-NCOR/VP16-NR2E3 two-hybrid, luciferase;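 active = inhibition above the mean of all tested compounds plus 3 SD, cut at about 70% in these data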;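 also: 0% = DMSO with NR2E3 transfected cells and 100% = cells lacking NR2E3 construct; higher means lower luciferase signal from less NR2E3 corepressor binding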
# KKLEB cytotox: counter-screen for CF NF-kB inhibitors: cytotoxicity. KKLEB CF airway cells viability, ATPlite luminescence, overnight; hits give low values; cells stimulated with P. aeruginosa culture filtrate. activity change (cytotoxicity), % at 5 µM. 0.36% of 360,000 active. AID 602141;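 active = corrected activity change at or below -50% at 5 µM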
# CF NFkB inh: cystic fibrosis NF-kB activation inhibition; KKLEB NF-kB-GFP reporter, PAF-induced, GFP fluorescence overnight; inhibition, % at 5 µM; 0.86% of 360,000 active; AID 588850;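 active = at least 50% inhibition at 5 µM, scaled per plate between neutral and stimulator controls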;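 also: PAF is a Pseudomonas aeruginosa culture filtrate used as stimulus; plate controls were PAF-stimulated DMSO wells for no effect and unstimulated DMSO wells for full effect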
# hiPSC survival: enhancers of human iPSC single-cell survival | survival enhancement, % at 20 µM | 0.044% of 360,000 active | AID 602274 | hiPSC single-cell survival, ATPlite luminescence; 100% = ROCK inhibitor wells, 0% = DMSO; in the data active = survival enhancement above about 18%;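 also: cells exposed to compounds for 16 hours before the ATP read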
# TRPM1 prom inh: inhibitors of MITF-driven TRPM1 promoter in melanoma cells | SK-MEL-5 TRPM1 promoter luciferase, 24 h | 0.83% of 330,000 active | inhibition, % at 12.5 µM | AID 488899;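 active = mean inhibition across replicates of 60% or more, whatever share of single replicates reaches that level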; also: values of inactives mirror those of a sister screen read the other way
# * = called active by the depositor; / = no result given.
SMILES,NR2E3 ag-1,Peg3 prom inh,Shn3 inh set2,aDG glyco up,HIF-2a block,TWEAK-Fn14 inh,NR2E3 ag-2,KKLEB cytotox,CF NFkB inh,hiPSC survival,TRPM1 prom inh
COc1ccc(CCNC(=O)C2CCN(S(=O)(=O)c3ccc(NC(C)=O)cc3)CC2)cc1OC,-1,-8,0,-0.1,13,-3,-2,8,-9,1.6,5
Cc1ccnc(NC(=O)C2CCN(S(=O)(=O)c3ccc(C)c(C)c3)CC2)c1,-1,-169,-53,-0.1,-183,5,-31,-4,-3,0.8,-49
COc1ccc(C(=O)Nc2ccc(C)cc2C(=O)c2ccccc2)c(OC)c1,-1,17,0,1.8,23,-2,29,5,-10,-1.1,-14
COc1ccc(OC)c(NS(=O)(=O)c2cc(OC)ccc2OC)c1,0,8,-12,0.0,14,4,6,3,3,3.7,10
COCCN=C1N[C@@H](c2ccc(Br)cc2)C(C(=O)OC)=C(C)N1Cc1ccccc1,-2,33,31,1.6,3,-8,5,-2,9,-2.5,-1
CCN(CC)S(=O)(=O)c1ccc2nc(COC(=O)c3n[nH]c4ccccc34)[nH]c2c1,1,13,20,0.0,21,-2,0,-12,0,3.4,17
CN(C)S(=O)(=O)c1cccc(C(=O)N2CCN(Cc3ccccc3)CC2)c1,4,6,-9,-0.3,17,-15,-23,3,6,-2.2,-11
C/C(=N\NC(=O)Cn1nnc2ccccc21)c1ccco1,-3,8,7,-0.3,8,5,5,6,-6,0.1,-11
COC(=O)c1ccc2c(=O)n(CCCCCC(=O)NCc3ccccc3)c(=O)[nH]c2c1,-5,-11,1,-0.1,-7,0,-14,11,-13,0.0,1
COc1cccc(C(=O)N2CCCN(C)CC2)c1OC,2,4,2,0.1,17,-8,-13,1,19,-0.5,13
CCOc1ccsc1C(=O)NNC(=O)c1ccco1,-2,-3,-7,0.0,-2,12,2,-4,-1,0.6,-5
COc1cc2cnc(CCCC#N)cc2cc1OC,/,5,2,0.3,1,-5,14,-5,-2,3.2,9
COc1cc(C(=O)N/N=C/c2ccc(OC(=O)c3ccccc3Cl)c(OC)c2)ccc1O,/,17,-16,0.1,4,-14,-29,10,-43,1.6,-12
COCCNC(=O)C1CCCN(Cc2cccc(C#N)c2)CC1 (centres undefined),/,19,6,-0.2,5,11,2,-2,5,-0.7,/
COC(=O)c1cc(Br)c(=O)n(Cc2ccc(OC)c(OC)c2)c1,1,24,24,0.0,12,5,-14,-5,-3,1.3,0

# An excerpt of these results, with each value named:
> COc1ccc(C(=O)Nc2ccc(C)cc2C(=O)c2ccccc2)c(OC)c1
  NR2E3 ag-1: -1	Peg3 prom inh: 17	Shn3 inh set2: 0	aDG glyco up: 1.8	HIF-2a block: 23	TWEAK-Fn14 inh: -2	NR2E3 ag-2: 29	KKLEB cytotox: 5	CF NFkB inh: -10	hiPSC survival: -1.1	TRPM1 prom inh: -14
> COc1ccc(OC)c(NS(=O)(=O)c2cc(OC)ccc2OC)c1
  NR2E3 ag-1: 0	Peg3 prom inh: 8	Shn3 inh set2: -12	aDG glyco up: 0.0	HIF-2a block: 14	TWEAK-Fn14 inh: 4	NR2E3 ag-2: 6	KKLEB cytotox: 3	CF NFkB inh: 3	hiPSC survival: 3.7	TRPM1 prom inh: 10
> COCCN=C1N[C@@H](c2ccc(Br)cc2)C(C(=O)OC)=C(C)N1Cc1ccccc1
  NR2E3 ag-1: -2	Peg3 prom inh: 33	Shn3 inh set2: 31	aDG glyco up: 1.6	HIF-2a block: 3	TWEAK-Fn14 inh: -8	NR2E3 ag-2: 5	KKLEB cytotox: -2	CF NFkB inh: 9	hiPSC survival: -2.5	TRPM1 prom inh: -1

# Carrying on.
SMILES,NR2E3 ag-1,Peg3 prom inh,Shn3 inh set2,aDG glyco up,HIF-2a block,TWEAK-Fn14 inh,NR2E3 ag-2,KKLEB cytotox,CF NFkB inh,hiPSC survival,TRPM1 prom inh
CCN1CCCC1CNC(=O)C(=O)NC(C)C (centres undefined),1,14,5,0.0,11,4,10,-2,5,0.3,-8
O=C(O)CCN1C(=O)c2ccc(Oc3ccc([N+](=O)[O-])cc3)cc2C1=O,4,12,-10,-0.2,20,9,-9,-2,-1,-0.3,-1
CCOC(=O)Cn1c(=O)c(-c2cc(Br)ccc2N)nc2ccccc21,1,5,82,0.8,-11,0,76*,-2,-17,-0.5,7
COc1ccc2nc(N(CCN(C)C)C(=O)/C=C/c3cccs3)sc2c1,0,-35,-10,0.4,-24,3,5,-19,28,0.3,15
COC(=O)c1ccc(NC(=O)COC(=O)C2CCC2)cc1,1,-12,9,0.0,-8,-20,-10,-2,6,-0.4,-9
COc1ccc2nc3sc(C(=O)NCCCN4CCc5ccccc5C4)cc3cc2c1,-5,-128,6,0.0,-153,-32,-7,11,-22,-0.2,8
COc1cc(-c2nnn(CC(=O)NC3CCS(=O)(=O)C3)n2)ccc1OCc1ccccc1 (centres undefined),-1,-150,-32,-0.1,-140,-13,-21,0,-2,-1.1,-34
Cc1c(C(=O)O)oc2ccc(S(=O)(=O)N3CCC(C)CC3)cc12,5,-3,5,0.0,9,17,-3,3,4,6.6,-13
CC(C)(C)OC(=O)C[C@@H]1C/C=C\C[C@H](CC(=O)N(CCO)Cc2ccccc2)C(=O)N[C@@H](Cc2ccccc2)COC1=O,/,-11,17,0.2,8,-11,3,9,-7,3.6,10
CCCCn1c(N)c(N(CCC(C)C)C(=O)COC(=O)/C=C/c2ccc(F)cc2)c(=O)[nH]c1=O,/,36,15,0.3,12,2,-8,7,-10,-1.2,49
CC1=N/C(=C/c2cc(Br)cc(Br)c2O)C(=O)O1,7,19,19,0.0,11,-7,-8,-12,8,-0.2,7
Cc1ccc(CNC(=O)COc2ccc(C(=O)c3ccc(F)cc3)cc2)cc1,2,-11,-1,0.0,6,10,2,-8,22,-0.3,5
Cc1nc2ccccn2c1C(=O)NCc1ccc2c(c1)OCO2,2,13,7,0.7,-12,9,11,-1,4,-0.1,4
COc1ccc(C(=O)Nc2cccc(C(=O)N3CCCC3)c2)cc1,0,-34,-13,-0.1,-10,-2,-8,7,-3,-1.9,10
COC(=O)c1c(NC(=O)C(C)C)sc2c1C(C(=O)OC)CC2 (centres undefined),1,8,0,0.1,10,-20,-26,-4,-3,2.9,5
COc1cc(/C=N/N(C)C)cc(Br)c1O,1,-3,0,0.6,10,4,-2,20,-47,-0.3,7
CCN(c1cccc(C)c1)c1ncnc2nc[nH]c12,0,17,-4,0.2,17,3,-38,-16,29,-0.7,-2
COc1cccc2c1OCC(C(=O)OCc1cccnc1)=C2,4,-10,-18,0.0,9,-27,-31,-9,12,4.3,-15
CC1=N/C(=C/c2cccnc2)C(=O)O1,-1,6,-3,-0.2,15,15,-30,2,-2,1.1,-2
CCc1ccc(C(=O)COC(=O)C(CCSC)NC(=O)C23CC4CC(CC(C4)C2)C3)cc1 (centres undefined),1,5,-3,-0.6,3,10,-5,-28,7,3.4,3
CCN(CC)S(=O)(=O)c1ccc(NC(=S)Nc2ccccc2)cc1,2,-17,7,0.4,-57,10,2,-1,2,-0.5,3
O=C1CC(c2ccccc2)C(C(=O)Nc2ccccc2F)N1 (centres undefined),3,-12,-18,-0.1,2,2,-3,5,-5,0.3,1
O=C(NCCc1c[nH]c2ccccc12)/C(=C/c1cccnc1)NC(=O)c1ccco1,4,8,-2,-0.1,12,11,0,-12,-7,1.6,11
O=C(C1CCN(C2CC(=O)N(c3ccc(F)cc3)C2=O)CC1)N1CCOCC1 (centres undefined),-2,12,20,0.9,11,-3,-1,-9,10,-2.0,6
O=C(CSc1ncccn1)NC1CCCc2ccccc21 (centres undefined),-3,-19,-15,1.4,6,16,-6,2,21,-0.5,0
O=C(Nc1nnc(-c2ccccc2SCc2ccccc2)s1)Nc1ccccc1F,3,-5,-5,-0.5,-7,-8,-4,-6,-6,1.5,1
Cc1cc2oc(=O)cc(CN(C)Cc3cccc(F)c3)c2cc1C,-1,-146,10,0.4,-195,-37,-63,-3,-14,-0.1,-52
COc1ccc(N(CC(=O)NC2CCCC2)C(=O)Cn2nnc(-c3ccc(C)cc3)n2)cc1OC,3,9,5,-0.1,11,3,11,-5,9,-2.5,-10
CCOC(=O)c1cc([N+](=O)[O-])sc1NC(=O)CC,3,5,8,0.3,4,99*,-14,-21,14,-0.3,7
COc1ccc(NC(=O)c2ccc(S(=O)(=O)N3CC(C)OC(C)C3)cc2)cc1 (centres undefined),/,2,7,-0.2,-5,0,13,2,3,1.2,9
COc1ccc(CC(=O)NCc2cccc(CNC(=O)Cc3ccc(OC)c(OC)c3)c2)cc1OC,4,6,2,0.1,18,0,-7,-12,11,-0.6,4
CCOC(=O)C(=O)C1=CN(Cc2ccccc2)C=C(C#N)C1,-1,6,6,0.0,5,0,-29,6,-1,-0.4,9
c1ccc(Cc2nn3c(Cn4cnc5ccccc54)nnc3s2)cc1,4,12,67,0.5,8,1,30,10,-22,1.2,0
COc1ccc(-c2cc(C(=O)N3CCCC3)no2)cc1OC,2,-182,-75,0.0,-224,0,-73,4,-6,-0.3,-34
O=C(Cn1ccc(NC(=O)OCc2ccccc2)nc1=O)NCc1nc2ccccc2[nH]1,0,-17,2,-0.3,12,-4,-12,1,2,1.8,-5
CC(=O)N(C(C)=O)n1c(/C=C/c2cccc([N+](=O)[O-])c2)nc2ccccc2c1=O,-5,21,-38,-0.2,16,7,-25,7,-4,-0.2,2
Cc1ccc(NC(=O)CN2CCN(C(=O)c3ccco3)CC2)cc1S(=O)(=O)N(C)C,/,9,5,0.2,14,-8,-9,-12,8,-1.0,4
O=C(/C=C/c1ccc(Cl)cc1)N1CCN(c2ccc([N+](=O)[O-])c(N3CCOCC3)c2)CC1,-1,43,-9,3.0,5,64*,-26,-1,-19,-0.8,10
COc1ccc(C2=NN(C(=O)CN3CCCCC3)C(c3ccc(OC)cc3)C2)cc1 (centres undefined),-1,-1,0,0.0,-15,-14,-43,-5,-1,-0.5,-7
CCCCN1C[C@H](C)[C@@H](CC(=O)NCc2ccccc2)C1=O,-3,1,8,-0.2,12,6,-11,15,-2,2.5,2
CCOc1cc(N2CCOCC2)c(OCC)cc1NC(=O)Cc1cccc(OC)c1,-3,9,-5,0.0,14,-17,-34,-4,15,0.8,-7
COc1ccccc1OCC(=O)Nc1ccc(S(=O)(=O)Nc2cc(C)on2)cc1,-1,9,-2,-0.1,12,39,-40,9,-11,0.3,1
CC(C)(/C=N/O)/[N+]([O-])=C/c1ccco1,0,-1,-24,-0.1,2,1,-23,4,-3,-1.3,5
CC(C)OP(=O)(CCP(=O)(OC(C)C)OC(C)C)OC(C)C,-4,11,19,-0.1,21,-4,-11,4,0,-0.5,8
CCOC(=O)c1cc2sccc2n1Cc1ccccc1,5,20,14,0.0,5,1,-16,-13,11,-1.0,-5
O=C1/C(=C\c2ccc(-c3ccccc3[N+](=O)[O-])o2)C(c2ccccc2)=NN1c1ccccc1,2,15,9,-0.1,14,-12,-16,-4,17,4.2,8
CCCOc1ccccc1OCC(=O)Nc1ccc(S(=O)(=O)N2CCCC2)cc1,-1,19,-2,-0.1,8,9,-16,19,-28,-0.2,6

# Screening data as filed in PubChem BioAssay.
